# High-throughput results deposited in PubChem BioAssay by National Center for Advancing Translational Sciences (NCATS).
# ATXN viability = Viability Counterscreen for Primary qHTS for Inhibitors of ATXN expression | S2 cells (HEK-293 line with an ATXN2-luciferase reporter) viability, CellTiter-Fluor protease fluorescence, 24 h | Potency, µM (highest dose often 56.7 µM), hits mostly cytotoxic | actives 0.49% (n = 400,000) | AID 651635, 2014; also: nearly all actives have a fitted effect of over 40% in size
# HepG2 viability = qHTS for Inhibitors of TGF-b: Cytotox Counterscreen. Potency, µM (doses to about 46.1 µM), for the others: top-dose activity change, negative = cytotoxicity, hits mostly cytotoxic. HepG2 CAGA-GFP viability, ATP luminescence, 18 h. actives 0.76% (n = 410,000); also: some results filed as inactive show a strong effect at the top dose
#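 CellTiter-Glo luminescence gave cytotoxicity after 18 hours at 37 degrees C. The cells were HepG2 CAGA-GFP in 1% FBS DMEM, stimulated with 500 pg/mL TGF-beta after compound addition. %Activity was normalised to no-cell wells (complete cell-killing) and DMSO (no toxicity), and curves were fitted and classified.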
# Nrf2 block = Nrf2 qHTS screen for inhibitors. A549 ARE-Fluc reporter, luciferase luminescence, 18-24 h. Potency, µM (doses to about 46 µM), for the others: at the top dose activity change, negative = inhibition, hits mostly inhibitors. actives 2.1% (n = 360,000). AID 504444, 2011; also: % is scaled to controls: 0 for no effect and ±100 for the full control effect; nearly all actives have a fitted effect of over 60% in size
#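 A549 ARE_Fluc cells (5000/well, 5% FBS OPTI-MEM) pre-incubated 2 h, then treated with compounds 18-24 h at 37C/5% CO2 in concentration-response. CellTiter-Fluor viability read first; BugLite luciferase luminescence after 15 min at room temperature gives Nrf2 activity.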
# EPAC2 antag = qHTS for Antagonist of cAMP-regulated guanine nucleotide exchange factor 2 (EPAC2): primary screen; Rap guanine nucleotide exchange factor 4 (Homo sapiens), Q8WZA2; EPAC2 GEF exchange of Rap1B-BODIPY-GDP, fluorescence; Potency, µM (top dose mostly 114 µM), for the others: top-dose activity, negative = inhibition, hits mostly inhibitors; actives 0.18% (n = 360,000); AID 720708, 2013; also: % is scaled to controls: 0 for no effect and ±100 for the full control effect; nearly all actives have a fitted effect of over 45% in size; many of its hits are not listed in these tables
# Target sequence (Q8WZA2 whole entry, looked up): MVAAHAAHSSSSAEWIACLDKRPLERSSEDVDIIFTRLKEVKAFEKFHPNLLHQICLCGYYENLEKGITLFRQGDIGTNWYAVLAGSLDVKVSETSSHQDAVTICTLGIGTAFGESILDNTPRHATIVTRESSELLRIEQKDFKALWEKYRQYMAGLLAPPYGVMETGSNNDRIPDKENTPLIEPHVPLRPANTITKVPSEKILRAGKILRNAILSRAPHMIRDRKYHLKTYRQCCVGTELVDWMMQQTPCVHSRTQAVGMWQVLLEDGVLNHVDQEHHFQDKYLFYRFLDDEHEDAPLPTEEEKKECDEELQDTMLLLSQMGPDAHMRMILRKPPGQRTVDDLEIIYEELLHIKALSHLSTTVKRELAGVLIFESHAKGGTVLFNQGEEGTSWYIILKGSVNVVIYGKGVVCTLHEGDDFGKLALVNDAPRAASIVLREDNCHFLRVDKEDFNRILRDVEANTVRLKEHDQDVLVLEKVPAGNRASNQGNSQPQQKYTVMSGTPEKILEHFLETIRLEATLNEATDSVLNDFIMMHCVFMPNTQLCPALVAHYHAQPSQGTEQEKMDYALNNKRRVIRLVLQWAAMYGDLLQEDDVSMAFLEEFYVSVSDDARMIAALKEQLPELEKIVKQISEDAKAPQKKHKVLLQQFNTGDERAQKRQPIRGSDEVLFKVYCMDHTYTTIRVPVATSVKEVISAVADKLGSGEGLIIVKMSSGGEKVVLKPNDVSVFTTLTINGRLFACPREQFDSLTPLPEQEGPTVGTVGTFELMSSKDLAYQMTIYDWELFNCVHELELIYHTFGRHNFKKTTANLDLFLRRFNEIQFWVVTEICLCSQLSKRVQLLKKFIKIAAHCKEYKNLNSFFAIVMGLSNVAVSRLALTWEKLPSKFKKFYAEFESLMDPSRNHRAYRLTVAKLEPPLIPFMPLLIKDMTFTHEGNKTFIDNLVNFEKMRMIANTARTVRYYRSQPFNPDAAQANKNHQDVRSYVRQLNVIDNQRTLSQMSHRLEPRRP
# MCF10A rerep = A quantitative high throughput screen for small molecules that induce DNA re-replication in MCF 10a normal breast cells | Potency, µM (top dose mostly 46.1 µM), for the others: at the top dose activity, positive = re-replication, usual class: activators | AID 624296, 2012 | actives 2.9% (n = 350,000) | MCF 10A DNA re-replication, Hoechst nuclear intensity, 48 h; also: % of control where 0% means no effect; nearly all actives have a fitted effect of over 50% in size
# Nrf2 ARE act = qHTS of Nrf2 Activators. AID 624171, 2012. Potency, µM (doses to about 46.1 µM), inactives show top-dose activation, most hits filed as activators. actives 0.31% (n = 410,000). AREc32 ARE-luciferase reporter (MCF7-derived line), luminescence, 24 h; also: % of control where 0% means no effect; nearly all actives have a fitted effect of over 65% in size
#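 Luciferase luminescence (Steady-Glo, 30 min at room temperature) served as the read-out of ARE activation in AREc32 cells treated with compounds for 24 hr at 37 deg C.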
# TGFb SMAD3 inh = qHTS for Inhibitors of TGF-b; actives 1.2% (n = 410,000); HepG2 CAGA-GFP TGF-b/SMAD3 reporter, GFP fluorescence, 18 h; TGF-beta stimulated, 500 pg/mL final; Potency, µM (series often up to 46.1 µM), without a hit: at the top dose activity, negative = inhibition, usual class: inhibitors; AID 588855, 2011; also: % is scaled to controls: 0 for no effect and ±100 for the full control effect; nearly all actives have a fitted effect of over 65% in size
#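 Inhibition of TGF-beta-driven CAGA-GFP reporter expression in HEPG2 cells is measured by cellular GFP fluorescence after 18 h stimulation with 500 pg/mL recombinant TGF-beta in 1% FBS medium at 37 degrees C.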
# ATXN2 expr inh = Primary qHTS for Inhibitors of ATXN expression | HEK-293 ATXN2-luciferase reporter, luminescence, 24 h | Potency, µM (doses to about 57 µM), for inactives: at the top dose activity change, negative = inhibition, hits mostly inhibitors | actives 0.72% (n = 360,000) | AID 1745845, 2022; also: % is scaled to controls: 0 for no effect and ±100 for the full control effect; nearly all actives have a fitted effect of over 55% in size
#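 ATXN2-luciferase reporter cells (luciferase flanked by upstream and downstream ATXN2 gene portions) were treated 24 h at 37 °C with compounds at up to 57 uM. SteadyGlo luminescence gave expression; GF-AFC fluorescence gave viability.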
# A549 viability = Nrf2 qHTS screen for inhibitors: counterscreen for cytotoxicity | A549 ARE-Fluc cells, CellTiter-Fluor viability, 18-24 h | Potency, µM (highest dose often 46 µM), without a hit: top-dose activity change, negative = cytotoxicity, actives largely listed as inhibitors | actives 0.16% (n = 390,000); also: % is scaled to controls: 0 for no effect and ±100 for the full control effect
#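 A549 ARE_Fluc cells in 5% FBS OPTI-MEM were exposed to compounds in concentration-response for 18-24 h at 37 deg C. Viability was read by CellTiter-Fluor fluorescence (Ex 405/Em 525) after 30 min, before the luciferase read.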
# * = called active by the depositor; i = inactive; ? = inconclusive; . = not tested or not shown; [ ] = another dose, or the depositor's remark. Calls follow the shape of the dose curve; as a rule, active = well fitted curve in the direction sought with a large enough effect; inconclusive = small, poorly fitted or top-dose-only effect, or another doubt; inactive = no such curve, though single readings can be large; an effect the other way counts as inactive or inconclusive. Potency is read from the fitted curve at half-maximal effect.
structure	Nrf2 ARE act	HepG2 viability	ATXN viability	TGFb SMAD3 inh	ATXN2 expr inh	EPAC2 antag	Nrf2 block	MCF10A rerep	A549 viability
CCOC(=O)c1c(C)[nH]c(C(=O)CN2C(=O)NC(CC)(c3ccccc3)C2=O)c1C (stereo not drawn)	5.0%	-13.4%	i	9.4%	4.0%	-13.2%	.	.	-0.4%
O=C(NCCc1ccccc1)C1CCC(=O)N1C1CCCC1 (stereo not drawn)	-0.9%	-15.1%	i	-28.6%	9.5%	0.3%	-2.8%	-2.9%	-4.4%
Cc1ccc(-n2c3c(cc(C(=O)Nc4cccc(Cl)c4)c2=O)C(=O)CC(C)(C)C3)cc1	-0.1%	-24.0%	.	28.9%	.	.	.	.	0.1%
COc1cc2c(cc1/C=C1/NC(=O)N(CC(=O)Nc3ccccc3)C1=O)OCO2	6.2%	-23.3%	.	-3.7%	3.1%[11.3 µM]	-29.1%	-7.0%	?	3.6%
CC(Sc1nnc(-c2cccnc2)n1N)C(=O)Nc1ccc2c(c1)OCCO2 (stereo not drawn)	-0.3%	2.0%	i	0.3%	-7.7%	14.9%	3.4%	-1.6%	-2.6%
CC(C)[C@H](NS(=O)(=O)c1ccccc1)C(=O)OCC(=O)NC1CCCCC1	0.1%	-1.6%	i	-1.8%	.	7.3%	2.4%	3.7%	0.8%
Cc1cc(C)c(S(=O)(=O)N2CCOC2CNC(=O)C(=O)NCc2ccco2)c(C)c1 (stereo not drawn)	0.3%	0.5%	i	-3.2%	4.3%	-6.3%	-0.9%	7.1%	4.7%
N#CC1(c2ccccc2)CCC(=NO)CC1 (stereo not drawn)	0.0%	6.5%	i	8.3%	6.0%	24.1%	.	-25.9%	?
CCOC(=O)c1c(NC(=O)COc2cccc(C)c2C)sc2c1CCCCC2	0.0%	0.4%	i	-0.4%	1.4%	.	0.1%	.	2.7%
O=C(CCn1nc(-c2ccc(F)cc2)ccc1=O)NCc1ccccc1	-0.5%	2.3%	?	13.4%	-10.7%	8.0%	-3.9%	-2.7%	-12.0%
NC(=O)COC(=O)CNC(=O)c1cc(Cl)cc([N+](=O)[O-])c1	-0.9%	-11.0%	i	-2.6%	0.9%	-10.4%	27.5%	-0.9%	-7.7%
Cc1cc(SCC(=O)N/N=C/c2ccc(O)c(O)c2)c(C)cc1Br	-0.1%	-31.7%	?	0.3%	-4.1%	-19.3%	6.7%	?	-9.1%
CCOC(=O)/C(C#N)=C/c1ccc(OCC(=O)Nc2ccc(OC)cc2)c(OC)c1	-0.2%	-11.8%	?	-3.4%	-3.6%	4.4%	0.7%	10.5%	-6.8%
OC(c1ccccc1)C(Nc1ccccn1)c1ccccc1 (stereo not drawn)	-0.4%	-0.9%	i	-1.3%	-17.0%	1.7%	6.2%	2.5%	4.5%
Cn1nnnc1SCC(=O)N1CCN(c2ccc(Cl)cc2)CC1	0.1%	-12.5%	i	?	-12.5%	6.5%	?	7.2%	-1.2%
Cc1nn(C)c(C)c1CN(C)S(=O)(=O)c1ccc(F)cc1	-0.1%	-14.8%	i	-9.9%	-12.6%	-13.4%	?	3.0%	-24.9%
CCC(C)(C(=O)NC1CCCCC1)N(C(=O)Cc1cccs1)c1ccccc1 (stereo not drawn)	0.3%	-6.0%	i	2.7%	-12.3%	-9.4%	-10.4%	8.6%	-9.8%
CC(C)c1nc(SCC(=O)N2CCc3ccccc32)n[nH]1	1.8%	-6.5%	i	2.8%	13.7%	3.6%	?	-0.8%	1.7%
CC(C)c1ccc(Nc2ncnc3c2c(-c2ccccc2)cn3-c2ccccc2)cc1	-0.6%	-2.1%	.	-1.2%	.	.	.	.	-1.7%
Cn1cc(C(=O)NCc2ccc(Cl)cc2)c(=O)c2cc(S(=O)(=O)N3CCCCCC3)ccc21	-0.3%	2.9%	i	-1.5%	6.9%	.	-0.2%	.	-0.8%
COc1ccc(S(=O)(=O)Oc2cccc(C(=S)N3CCOCC3)c2)cc1	-0.7%	-16.0%	i	5.3%	-6.1%	12.7%	-13.7%	0.8%	-5.6%
CC(C)(C)c1ccc(OCC(=O)NNC(=O)Nc2ccccc2)cc1	0.5%	9.7%	.	1.1%	.	2.2%	3.3%	-1.0%	0.0%
CN(C)c1ccc(-c2ccnc3c2CC(C)(C(=O)Nc2ccc(Cl)c(C(F)(F)F)c2)O3)cc1 (stereo not drawn)	3.7%[9.22 µM]	-37.3%	?	?	?	-6.1%	.	.	.
CCOC(=O)c1ccc2c(c1)nc(C1CCN(S(=O)(=O)c3cccs3)CC1)n2CC	1.6%	-17.1%	?	?	?	-2.2%	25.9µM*	?	?
O=C(CN1CCN(c2ccccc2O)CC1)NC(=O)NCc1ccccc1	3.0%	-25.6%	i	-28.1%	.	-11.7%	?	3.0%	-2.2%
O=C(c1cccc(S(=O)(=O)N2CCOCC2)c1)N1CCCCCC1	-0.1%	0.7%	i	4.3%	10.0%	11.3%	.	-2.7%	-1.2%
O=C(C1=C[C@@H](C2CC2)C[C@@H](OCc2ccc(CO)cc2)O1)N1CCN(Cc2ccc3c(c2)OCO3)CC1	5.0%	-20.0%	i	-15.3%	-26.2%	6.4%	-14.9%	0.2%	-8.7%
CCC(N=c1cc(-c2ccc(OC)c(OC)c2)oc2ccc(C)cc12)C(=O)O (stereo not drawn)	3.6%	-3.0%	i	-20.9%	2.7%	-5.5%	0.2%	?	-8.6%
CC[C@@H]1C(c2ccc(F)cc2)=NN(c2ccccc2)[C@H]1C(=O)N1CCOC1=O	1.0%	-12.1%	?	?	1.2%	?	-9.7%	?	-6.5%
O=C(CSc1ncccn1)Nc1ccc2c(c1)CCC2	2.9%	-1.2%	?	-9.0%	.	-4.3%	6.9%	1.0%	-7.4%
COc1ccc(S(=O)(=O)n2cccc2)cc1OC	0.1%	-71.3%	i	0.8%	-1.2%	-23.1%	-19.5%	-19.6%	9.6%
CCC(C)NCC(O)COCc1ccc(Cl)cc1 (stereo not drawn)	0.1%	13.0%	i	31.7%	-1.0%	-0.6%	.	3.7%	-10.0%
O=C(c1ccc([N+](=O)[O-])cc1[N+](=O)[O-])N1CCc2ccccc21	-0.6%[9.22 µM]	-84.5%	i	?	-11.2%	10.1%	-9.8%	-5.8%	-7.1%
Cc1nn(C)cc1/C=C(/C#N)C(N)=O	-0.4%	-5.4%	i	1.2%	-8.1%	-6.3%	-11.7%	-2.7%	4.0%
CC1CCN(C(=O)Cn2cc(C(=O)c3ccco3)c3ccccc32)CC1	0.4%	-13.7%	i	0.0%	1.3%	10.0%	14.2%	11.5%	-5.3%
NS(=O)(=O)c1ccc(NCC2COc3ccccc3O2)c([N+](=O)[O-])c1 (stereo not drawn)	6.2%	6.0%	i	12.0%	8.7%	-6.5%	-1.0%	10.8%	-12.3%
COC(=O)c1cc(S(=O)(=O)NCCCN2CCCC2=O)cn1C	0.3%	7.3%	i	2.6%	-1.3%	-3.9%	9.1%	1.6%	2.7%
CCC1CCC(C(=O)NC(CCSC)C(=O)NCCc2ccc(S(N)(=O)=O)cc2)CC1 (stereo not drawn)	-0.7%	-5.8%	i	-4.1%	.	-6.2%	?	-8.6%	-2.3%
COC(=O)c1cn(NC(=O)c2cccnc2)c(=O)c2ccccc12	-0.2%	7.2%	?	-8.8%	-2.4%	3.9%	12.9%	-0.1%	-4.4%
O=C1CNC(=S)N1CCc1ccccc1Cl	-0.1%	-7.9%	i	12.9%	25.7%	-0.8%	-15.7%	-2.9%	-2.0%
Cc1ccc(-c2csc(NC(=O)c3ccc4c(=O)n5c(nc4c3)CCCCC5)n2)cc1	2.6%[9.22 µM]	-3.8%	i	-26.5%	-25.6%	-6.1%	5.17µM*	?	11.8%
CCc1ccc(N2CC(C(=O)NCCC3=CCCCC3)CC2=O)cc1 (stereo not drawn)	-0.4%	-26.2%	i	-25.6%	-9.5%	-1.8%	0.5%	-8.9%	-3.0%
O=C(CN1CCC(NC(=O)c2cccc(F)c2)CC1)Nc1ccc(Br)cc1	3.2%	3.9%	i	-13.6%	-22.7%	-0.9%	-9.7%	2.3%	-16.2%
COc1ccc(Cl)cc1NC(=O)Cn1c(=O)n(CCCC(=O)NCCc2ccc(OC)c(OC)c2)c(=O)c2ccccc21	2.9%	-57.5%	.	?	-3.4%	.	-7.5%	.	-9.9%
COc1ccc(/C=C2\CCC(C3CCCC3)C2=O)cc1Cn1nc(C)cc1C (stereo not drawn)	-0.1%	7.2%	i	1.8%	6.6%	-7.0%	?	8.6%	4.7%
COc1cc2c(cc1OC)CN(C(=O)c1ccc3[nH]c(C)c(C)c3c1)CC2	5.9%	-15.8%	i	?	-22.6%	-28.0%	?	35.7%	-0.5%
Cc1oc2c(c(C)cc3oc(=O)c(CC(=O)NCCCN4CCCC4=O)c(C)c32)c1C	5.3%	-7.4%	i	20.2%	6.9%	-19.5%	-20.4%	15.8%	-2.5%
Cc1ccc(NC(=O)c2oc3ccc(S(=O)(=O)N4CCC5(CC4)OCCO5)cc3c2C)c(C)c1	0.3%	-25.8%	.	?	.	.	.	.	-4.0%
Cc1ccc(-c2nc3cc(NC(=O)c4cc5ccccc5o4)ccc3o2)cc1	5.7%	1.9%	.	4.5%	.	.	0.5%	.	3.3%

# A portion of the library. The share of hits here may be higher or lower than overall.
